CF NFkB inh – blocks PAF-induced NF-kB reporter in cystic fibrosis cells; AID 588850; KKLEB NF-kB-GFP reporter, GFP fluorescence overnight; 0.86% of 360,000 active; inhibition, % at 5 µM;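 active means at least 50% inhibition at 5 µM, scaled per plate between neutral and stimulator controls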;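 further: PAF is a Pseudomonas aeruginosa culture filtrate used as stimulus; plate controls were PAF-stimulated DMSO wells for no effect and unstimulated DMSO wells for full effect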
iPSC survival up – hiPSC single-cell survival enhancement; ATPlite luminescence; 100% = ROCK inhibitor wells, 0% = DMSO; 0.044% of 360,000 active; survival enhancement, % at 20 µM; in the data active means survival enhancement above about 18%;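 further: cells exposed to compounds for 16 hours before the ATP read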
HIF-2a block – blocks HIF-2a reporter activity. 0.72% of 360,000 active. inhibition, % at 18.8 µM. 786-0 RCC cells HIF-2a reporter, luciferase luminescence, overnight;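 active means inhibition of the luminescence signal of 40% or more relative to plate controls, in a single-dose primary screen at 18.75 µM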
NR2E3 ag-1 – activates human photoreceptor nuclear receptor NR2E3; Q9Y5X4; GST-NR2E3/biotin-RetCOR TR-FRET, 1536-well; inhibition of corepressor binding, % at 4.78 µM; 0.12% of 320,000 active; AID 2300;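 active means percent inhibition above the cutoff of mean plus 3 SD of all tested compounds, set per screening campaign, cut at about 20% in these data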;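 further: 0% = DMSO wells and 100% = biotin wells as full block of FRET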
Target sequence (Q9Y5X4 whole entry, looked up): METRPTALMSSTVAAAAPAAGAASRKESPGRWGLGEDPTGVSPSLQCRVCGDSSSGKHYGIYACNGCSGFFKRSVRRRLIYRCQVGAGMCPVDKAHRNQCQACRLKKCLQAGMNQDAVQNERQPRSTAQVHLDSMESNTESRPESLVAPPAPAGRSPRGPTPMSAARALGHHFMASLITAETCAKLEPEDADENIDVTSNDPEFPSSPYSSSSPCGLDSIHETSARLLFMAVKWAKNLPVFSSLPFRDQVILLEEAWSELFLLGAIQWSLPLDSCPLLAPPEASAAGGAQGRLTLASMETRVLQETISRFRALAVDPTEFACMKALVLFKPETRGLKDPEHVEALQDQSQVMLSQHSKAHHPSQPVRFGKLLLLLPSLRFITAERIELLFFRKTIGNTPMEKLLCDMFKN
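Material: NR2E3–RetCOR corepressor complex | Quantity: 1.35 nM GST-tagged NR2E3 final | Schedule: 5 h at 4 °C | Replication: Singlicate compound wells | Reagent: RetCOR corepressor, biotinylated, 7 nM | Controls: Biotin wells as high control, 0.6% DMSO wells as low control | Signal: TR-FRET, Eu(K)-anti-GST donor, streptavidin-D2 acceptor, ex 340, em 617/671 nm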
NR2E3 ag-2 – human photoreceptor-specific nuclear receptor agonism; Q9Y5X4; CHO-S Gal4-NCOR/VP16-NR2E3 two-hybrid, luciferase; inhibition of corepressor binding, % at 3.98 µM; 0.35% of 360,000 active; AID 602229;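 active means inhibition above the mean of all tested compounds plus 3 SD, cut at about 70% in these data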;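 further: 0% = DMSO with NR2E3 transfected cells and 100% = cells lacking NR2E3 construct; higher means lower luciferase signal from less NR2E3 corepressor binding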
Shn3 3UTR inh – reduces Shn3 3'UTR luciferase signal in osteoblasts | Clone20 osteoblast Shn3 3'UTR firefly luciferase, 24 h | inhibition, % at 12.5 µM | 0.52% of 360,000 active | AID 588674;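 active means mean inhibition of at least 75% with every replicate also reaching 75%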;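 further: 0% = median of neutral control wells and 100% = pilot-screen positive control compound; some compounds past the cut are filed as inactive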
MITF TRPM1 inh – MITF TRPM1 promoter inhibition in SK-MEL-5 cells; SK-MEL-5 TRPM1 promoter luciferase, 24 h; AID 488899; inhibition, % at 12.5 µM; 0.83% of 330,000 active;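 active means mean inhibition across replicates of 60% or more, whatever share of single replicates reaches that level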; further: values of inactives mirror those of a sister screen read the other way
KKLEB cytotox – CF airway cell cytotoxicity counter-screen; KKLEB CF airway cells viability, ATPlite luminescence, overnight; active compounds read low; cells stimulated with P. aeruginosa culture filtrate; activity change (cytotoxicity), % at 5 µM; 0.36% of 360,000 active; AID 602141;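 active means corrected activity change at or below -50% at 5 µM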
TRAIL sens C8 – sensitizes caspase-8 expressing cells to TRAIL; NB7+C8 cells + TRAIL, ATPlite viability luminescence; inhibition (viability loss, TRAIL sensitization), % at 10 µM; 1% of 360,000 active; AID 624354;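 active means compounds causing at least 50% loss of cell viability in the single-dose screen, relative to plate controls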
Peg3 prom inh – Peg3 promoter activity inhibition | HeLa PEG-Prom luciferase reporter, luminescence, overnight | inhibition, % at 20 µM | 1.7% of 360,000 active | AID 588405;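 active means inhibition of at least 50% at 20 µM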
LMP1 NFkB inh – Epstein-Barr LMP1 NF-kappaB reporter inhibition. 0.69% of 350,000 active. inhibition, % at 12.5 µM. LMP1-induced NF-kappaB luciferase reporter cells, luminescence; in the data active means inhibition above about 41%;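 further: 0% = neutral control wells and 100% = reference inhibitor control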
* hit, by the source's call; · = no result given. This is a subset. The share of hits here may be higher or lower than overall.

| nr | smiles | CF NFkB inh | iPSC survival up | HIF-2a block | NR2E3 ag-1 | NR2E3 ag-2 | Shn3 3UTR inh |
| --- | --- | --- | --- | --- | --- | --- | --- |
| 1 | Cc1cccc(OCC(=O)OCC(=O)N2CCCc3ccccc32)c1C | 1.5 | 0.6 | 3.9 | -1.9 | -9.0 | -9.6 |
| 2 | COc1cc(/C=N/NC(=O)CN2CCCCC2)ccc1OCc1ccc(Br)cc1 | -7.6 | -2.8 | -120.0 | -0.6 | -112.6 | -88.4 |
| 3 | CCCn1c(NC(=O)c2ccc(F)cc2)nc2ccccc21 | -15.5 | 3.5 | -77.7 | 1.6 | -14.8 | 16.2 |
| 4 | O=C(CP(=O)(c1ccccc1)c1ccccc1)Nc1cccc(CP(=O)(c2ccccc2)c2ccccc2)c1 | 0.8 | -0.5 | 34.8 | -3.1 | 14.6 | 12.2 |
| 5 | O=C1C2C3CCC(C3)C2C(=O)N1Cc1ccco1 (configuration not stated) | -3.4 | 0.4 | 3.0 | 0.7 | -24.3 | -6.1 |
| 6 | COCCCN=Cc1c(C)[nH]n(-c2ccc(Br)c(C)c2)c1=O | -4.9 | -0.5 | -136.7 | -3.3 | -102.2 | -32.8 |
| 7 | CCCNC(=O)C1(C)CCCN(C(=O)c2ccc3snnc3c2)C1 (configuration not stated) | -1.7 | -1.9 | 9.3 | · | -20.3 | -20.0 |
| 8 | Cn1c(=O)c2c(nc(NNC(=O)C(F)(F)F)n2C)n(C)c1=O | 3.0 | 0.3 | 15.8 | -3.9 | -15.4 | 5.1 |
| 9 | Cc1csc(NC(=O)CCC(=O)N(CC(=O)NC2CCCCC2)c2ccccc2)n1 | -5.7 | 0.6 | 11.0 | 2.2 | -23.2 | 13.6 |
| 10 | CNC[C@@H]1Oc2ccc(NC(=O)Nc3c(C)noc3C)cc2CC(=O)N([C@H](C)CO)C[C@H]1C | -10.1 | 1.7 | 16.4 | · | -24.9 | -38.6 |
| 11 | C#CCOCCOCCOCCNc1nc(N2CCN(C(=O)Cn3cc(CCCCN)nn3)CC2)nc(N2CCN(C(=O)Cn3cc(CC(C)O)nn3)CC2)n1 (configuration not stated) | -0.1 | 2.4 | 0.9 | -3.9 | -2.3 | -10.8 |
| 12 | COc1ccc(-c2nc(CS(=O)CC(=O)NC3CCCCC3C)c(C)o2)cc1 (configuration not stated) | -33.9 | 0.2 | -3.0 | -0.2 | -13.9 | -14.6 |

| nr | MITF TRPM1 inh | KKLEB cytotox | TRAIL sens C8 | Peg3 prom inh | LMP1 NFkB inh |
| --- | --- | --- | --- | --- | --- |
| 1 | 2.5 | -4.8 | -0.2 | 6.2 | -1.8 |
| 2 | -93.3 | -6.6 | 10.1 | -333.0 | -9.6 |
| 3 | 0.7 | -5.4 | 7.7 | -5.5 | -2.0 |
| 4 | 2.3 | 1.4 | -14.1 | 21.2 | -6.7 |
| 5 | 2.6 | 4.2 | -5.1 | 7.6 | 1.0 |
| 6 | -20.6 | -8.7 | 15.9 | -155.1 | -2.4 |
| 7 | · | -12.4 | -8.4 | -0.1 | · |
| 8 | -8.2 | 4.4 | 4.3 | -0.5 | -5.3 |
| 9 | 8.6 | 6.7 | -5.6 | 6.5 | -9.8 |
| 10 | -2.5 | 11.7 | -10.7 | 1.2 | 0.3 |
| 11 | 0.9 | -6.5 | -17.1 | 23.6 | 3.5 |
| 12 | 8.4 | -0.5 | 0.0 | -6.9 | 2.8 |

Next compounds.
| nr | smiles | CF NFkB inh | iPSC survival up | HIF-2a block | NR2E3 ag-1 | NR2E3 ag-2 | Shn3 3UTR inh |
| --- | --- | --- | --- | --- | --- | --- | --- |
| 13 | CCCOc1ccc(-c2nn(-c3ccccc3)cc2/C=C2\SC(N)=NC2=O)cc1 | 11.3 | 1.0 | 9.4 | 1.7 | -14.7 | -4.8 |
| 14 | O=C(CCC(=O)N1CCSc2ccccc21)Nc1cccc(F)c1 | -9.8 | 1.6 | -2.2 | 2.2 | -26.6 | -1.5 |
| 15 | Cc1ccc(Nc2nc(N)c3ccccc3n2)cc1C | -3.1 | -0.9 | -26.4 | · | -73.7 | 31.6 |
| 16 | O=C(OCc1cccc(F)c1)c1cc2ccccc2cc1O | -7.3 | 0.2 | -12.1 | 0.9 | -45.9 | 0.5 |
| 17 | CCCCCC(=O)Nc1cccc(C2=NOC3(C2)C[C@@H](C(N)=O)N(C(=O)CC(c2ccccc2)c2ccccc2)C3)c1 (some centres not stated) | 12.3 | -1.1 | -34.6 | 3.6 | -22.2 | 7.0 |
| 18 | COc1cc(-n2cnnn2)ccc1S(=O)(=O)N1CCOCC1 | 7.6 | -0.1 | 12.2 | 3.7 | 4.4 | -4.9 |
| 19 | COc1ccccc1/C=N/NC(=O)c1nnn(-c2nonc2N)c1-c1ccccc1 | -10.0 | -0.5 | 16.1 | -3.0 | -4.2 | 6.2 |
| 20 | COc1ccc(N2CCN(C(=O)CCNS(=O)(=O)c3ccc(C)cc3)CC2)cc1 | -1.4 | 1.0 | 8.1 | 1.0 | -1.8 | -2.0 |
| 21 | O=C(N/N=C/c1c(O)ccc2ccccc12)c1cccc(C(F)(F)F)c1 | 49.6 | 3.3 | -21.0 | 2.9 | 7.5 | 69.4 |
| 22 | CCOC(=O)C1CCN(C(=O)CSc2nc3ncccc3[nH]2)CC1 | 4.0 | -0.3 | 11.8 | 1.1 | 3.2 | -17.4 |
| 23 | CCOC(=O)c1ccccc1NC(=O)CN1C(=O)NC(C)(CCc2ccccc2)C1=O (configuration not stated) | 7.8 | 0.3 | 19.1 | 6.6 | 1.6 | 1.7 |
| 24 | CSCC[C@H](NC(=O)c1ccc(Cl)c([N+](=O)[O-])c1)c1nc2ccccc2[nH]1 | -13.4 | -0.9 | 31.9 | -1.2 | -6.6 | 23.6 |
| 25 | CC(=O)N1CCC(=NNc2ccnc3cc(Cl)ccc23)CC1 | 1.2 | 4.4 | 18.8 | -0.5 | -12.8 | 16.9 |
| 26 | N#C/C(=C\c1ccc(C#N)cc1)C(=O)N1CCCC1 | 30.2 | 0.2 | 19.8 | -0.9 | -2.5 | -2.4 |

| nr | MITF TRPM1 inh | KKLEB cytotox | TRAIL sens C8 | Peg3 prom inh | LMP1 NFkB inh |
| --- | --- | --- | --- | --- | --- |
| 13 | 10.8 | -2.9 | -1.1 | 11.4 | -4.6 |
| 14 | 7.2 | 18.9 | 4.6 | 21.4 | 0.6 |
| 15 | 5.6 | -54.4* | 78.9* | -19.8 | 17.9 |
| 16 | -2.7 | 6.9 | 0.5 | -11.6 | 4.2 |
| 17 | 15.5 | -18.8 | -2.7 | 23.3 | 9.5 |
| 18 | 5.1 | -1.8 | -5.3 | -3.0 | 5.1 |
| 19 | -10.4 | -4.0 | -3.5 | 9.7 | 2.3 |
| 20 | 11.8 | 13.2 | 3.7 | 4.5 | 1.0 |
| 21 | 70.7* | -51.7* | 43.6 | 68.1* | 25.6 |
| 22 | 3.6 | -0.8 | -2.7 | -2.3 | -2.6 |
| 23 | 1.7 | 2.4 | 15.1 | 23.8 | 1.6 |
| 24 | -10.3 | -1.1 | 33.6 | 35.8 | 6.5 |
| 25 | 13.2 | 0.5 | 4.9 | 4.9 | -1.8 |
| 26 | -3.5 | -11.5 | -2.0 | 13.8 | 1.7 |

Entries 13 to 23 from above:
| nr | smiles | CF NFkB inh | iPSC survival up | HIF-2a block | NR2E3 ag-1 | NR2E3 ag-2 | Shn3 3UTR inh |
| --- | --- | --- | --- | --- | --- | --- | --- |
| 13 | CCCOc1ccc(-c2nn(-c3ccccc3)cc2/C=C2\SC(N)=NC2=O)cc1 | 11.3 | 1.0 | 9.4 | 1.7 | -14.7 | -4.8 |
| 14 | O=C(CCC(=O)N1CCSc2ccccc21)Nc1cccc(F)c1 | -9.8 | 1.6 | -2.2 | 2.2 | -26.6 | -1.5 |
| 15 | Cc1ccc(Nc2nc(N)c3ccccc3n2)cc1C | -3.1 | -0.9 | -26.4 | · | -73.7 | 31.6 |
| 16 | O=C(OCc1cccc(F)c1)c1cc2ccccc2cc1O | -7.3 | 0.2 | -12.1 | 0.9 | -45.9 | 0.5 |
| 17 | CCCCCC(=O)Nc1cccc(C2=NOC3(C2)C[C@@H](C(N)=O)N(C(=O)CC(c2ccccc2)c2ccccc2)C3)c1 (some centres not stated) | 12.3 | -1.1 | -34.6 | 3.6 | -22.2 | 7.0 |
| 18 | COc1cc(-n2cnnn2)ccc1S(=O)(=O)N1CCOCC1 | 7.6 | -0.1 | 12.2 | 3.7 | 4.4 | -4.9 |
| 19 | COc1ccccc1/C=N/NC(=O)c1nnn(-c2nonc2N)c1-c1ccccc1 | -10.0 | -0.5 | 16.1 | -3.0 | -4.2 | 6.2 |
| 20 | COc1ccc(N2CCN(C(=O)CCNS(=O)(=O)c3ccc(C)cc3)CC2)cc1 | -1.4 | 1.0 | 8.1 | 1.0 | -1.8 | -2.0 |
| 21 | O=C(N/N=C/c1c(O)ccc2ccccc12)c1cccc(C(F)(F)F)c1 | 49.6 | 3.3 | -21.0 | 2.9 | 7.5 | 69.4 |
| 22 | CCOC(=O)C1CCN(C(=O)CSc2nc3ncccc3[nH]2)CC1 | 4.0 | -0.3 | 11.8 | 1.1 | 3.2 | -17.4 |
| 23 | CCOC(=O)c1ccccc1NC(=O)CN1C(=O)NC(C)(CCc2ccccc2)C1=O (configuration not stated) | 7.8 | 0.3 | 19.1 | 6.6 | 1.6 | 1.7 |

| nr | MITF TRPM1 inh | KKLEB cytotox | TRAIL sens C8 | Peg3 prom inh | LMP1 NFkB inh |
| --- | --- | --- | --- | --- | --- |
| 13 | 10.8 | -2.9 | -1.1 | 11.4 | -4.6 |
| 14 | 7.2 | 18.9 | 4.6 | 21.4 | 0.6 |
| 15 | 5.6 | -54.4* | 78.9* | -19.8 | 17.9 |
| 16 | -2.7 | 6.9 | 0.5 | -11.6 | 4.2 |
| 17 | 15.5 | -18.8 | -2.7 | 23.3 | 9.5 |
| 18 | 5.1 | -1.8 | -5.3 | -3.0 | 5.1 |
| 19 | -10.4 | -4.0 | -3.5 | 9.7 | 2.3 |
| 20 | 11.8 | 13.2 | 3.7 | 4.5 | 1.0 |
| 21 | 70.7* | -51.7* | 43.6 | 68.1* | 25.6 |
| 22 | 3.6 | -0.8 | -2.7 | -2.3 | -2.6 |
| 23 | 1.7 | 2.4 | 15.1 | 23.8 | 1.6 |
